STK33 inh: inhibitors of human STK33 kinase; inhibition, % at 10 µM; purified STK33, MBP phosphorylation, ADP-Glo luminescence; hit rate 0.073% among 320,000;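 active = inhibition at or above 25%, using the most active replicate where run in duplicate; inactive = inhibition below 25%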
Target sequence (Q9BYT3 whole entry, looked up): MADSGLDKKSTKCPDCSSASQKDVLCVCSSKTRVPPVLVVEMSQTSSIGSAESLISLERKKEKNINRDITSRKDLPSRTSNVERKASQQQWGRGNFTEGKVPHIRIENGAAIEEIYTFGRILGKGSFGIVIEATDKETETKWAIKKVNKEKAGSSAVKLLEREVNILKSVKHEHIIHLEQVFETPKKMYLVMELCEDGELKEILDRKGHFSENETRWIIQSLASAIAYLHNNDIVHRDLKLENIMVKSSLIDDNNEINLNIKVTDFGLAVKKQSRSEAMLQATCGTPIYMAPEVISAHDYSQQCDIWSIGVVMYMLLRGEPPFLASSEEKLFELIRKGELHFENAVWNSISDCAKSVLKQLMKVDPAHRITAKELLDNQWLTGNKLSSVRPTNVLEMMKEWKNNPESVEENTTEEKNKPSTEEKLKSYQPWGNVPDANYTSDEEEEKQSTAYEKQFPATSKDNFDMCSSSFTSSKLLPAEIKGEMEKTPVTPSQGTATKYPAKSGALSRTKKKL
OX1R antag: blocks the human orexin 1 receptor; O43613; OX1R-expressing cells, FRET antagonist read-out; inhibition, % at 6.6 µM; hit rate 1.8% among 330,000; AID 485270; in the data active = inhibition mostly above about 38%, no sharp cut-off; inactive = mostly below about 40%;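 note: 0% = agonist challenge alone and 100% = reference antagonist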
Target sequence (O43613 whole entry, looked up): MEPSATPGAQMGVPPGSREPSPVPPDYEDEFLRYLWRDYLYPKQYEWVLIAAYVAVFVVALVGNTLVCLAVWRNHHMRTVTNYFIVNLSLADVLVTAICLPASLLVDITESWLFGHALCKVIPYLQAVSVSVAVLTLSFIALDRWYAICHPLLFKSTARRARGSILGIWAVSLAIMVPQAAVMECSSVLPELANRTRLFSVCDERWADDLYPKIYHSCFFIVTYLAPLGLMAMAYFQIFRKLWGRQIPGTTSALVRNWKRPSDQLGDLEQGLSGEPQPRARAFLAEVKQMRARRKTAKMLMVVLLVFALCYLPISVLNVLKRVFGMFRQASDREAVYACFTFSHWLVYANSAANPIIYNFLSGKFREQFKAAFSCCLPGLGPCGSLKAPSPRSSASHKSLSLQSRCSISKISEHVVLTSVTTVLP
The depositor's hits bear a star; x = not tested or not shown.

SMILES	STK33 inh	OX1R antag
COC(=O)c1ccc(COc2cccc3c2CCN(Cc2ccccc2)C3=O)o1	-1.3	39
N#Cc1ccc(NC(=O)c2cc(-c3cccs3)on2)cc1	1.1	9
CN(CCc1ccccn1)C(=O)Nc1cc(Cl)cc(Cl)c1	-0.9	3
O=C(Cc1ccc(Br)cc1)N1CCN(C(=O)c2ccccc2)CC1	0.7	9
CN(c1ccccc1)S(=O)(=O)c1cccc(NC(=O)CSc2nnc(C3CC3)n2C)c1	-2.3	3
CCC1=NN(C(=O)Cc2ccc([N+](=O)[O-])cc2)C(O)(C(C)(C)C)C1 (stereo not drawn)	-0.9	37
CCCCCCCNC(=O)C1(CC2CC(c3cccc(Br)c3)=NO2)CCN(C(=O)c2ccccc2)CC1 (stereo not drawn)	0.5	11
CC(=O)C1=C(O)C(=O)N(CCCn2ccnc2)C1c1ccc(Cl)cc1 (stereo not drawn)	-2.8	4
CC(=O)n1nc(-c2ccccc2)nc1NCc1cccs1	-1.2	10
COc1ccc(CCNC(=O)CSc2n[nH]c(N)n2)cc1OC	0.3	7
Cc1ccc(C(=O)COC(=O)c2ccccc2NC(=O)c2ccccc2)cc1[N+](=O)[O-]	-1.6	35
O=C(CN1C(=O)C2C3C=CC(C3)C2C1=O)Nc1nc(-c2ccccn2)cs1 (stereo not drawn)	0.8	2
COc1cccc(/C=C(\C#N)c2nc3ccc(C)cc3[nH]2)c1OCC(=O)O	-0.6	11
Cc1cc(NC(=O)CSc2nnc(COc3ccccc3)n2Cc2ccco2)no1	-2.7	6
CC(NC(=O)c1ccccc1)C(=O)OCC(=O)N1c2ccccc2Sc2ccccc21 (stereo not drawn)	-2.2	16
CN(C(=O)C1CCC(=O)N(C2CC2)C1)C1CCCCC1 (stereo not drawn)	-1.8	7
CCOc1cc(/C=N/Nc2ccccc2Cl)ccc1OCC(=O)O	-0.9	3
CC(Sc1nnc2ccccn12)C(=O)Nc1ccc2c(c1)OCO2 (stereo not drawn)	-1.1	7
COc1ccccc1Oc1ccc(S(=O)(=O)N2CCCC2)cc1	-0.1	18
CCCN1CCN(C(=O)Cn2cccc2C(=O)c2ccccc2)CC1	1.4	16
Cc1cc(SCC(=O)OCC(=O)N2CCN(C(=O)c3ccco3)CC2)c(C)cc1Br	-0.5	7
O=C(/C=C/c1ccc(Cl)cc1)NC1CC2CCC1C2 (stereo not drawn)	0.0	9
CCOC(=O)C(N)CSC1CC(=O)N(c2ccc(OC)cc2)C1=O (stereo not drawn)	-1.9	-7
CCOc1ccc(CCNC(=O)Nc2cccc(OC)c2)cc1OCC	0.0	15
CCCCCc1cc(=O)c2ccccc2o1	-0.3	12
CCOC(=O)N1CCC(NC(=O)C2=CCN(S(=O)(=O)c3ccc(OC)cc3)CC2)CC1	2.3	21
CC(=O)Nc1ccc(S(=O)(=O)NCc2ccc(C(=O)NC(C)c3ccccc3)cc2)cc1 (stereo not drawn)	-0.6	15
CCN(CC#CCC(O)(c1ccccc1)C1CCCC1)C(C)C (stereo not drawn)	-1.1	20
COC(=O)c1c(NC(=O)COC(=O)c2ccc(C)s2)sc2c1CCCCC2	3.7	21
N/C(COc1ccccc1)=N\NS(=O)(=O)c1ccccc1	0.1	7
O=C(COc1ccc(Cl)cc1Cl)NCC1(N2CCOCC2)CCCCC1	0.7	11
CC(C)(C)c1ccc(Oc2ccc(NC(=O)CCCC(=O)O)cn2)cc1	-1.9	-4
COc1ccc(CN(C)c2nc(-c3cccnc3)nc3ccccc23)cc1OC	-0.4	22
CCCCNC(=O)CCCn1c(=O)[nH]c2ccc(Br)cc2c1=O	0.8	27
CCOC(=O)C1=C(C)NC(=O)C1CC(=O)Nc1ccccc1 (stereo not drawn)	-1.1	15
c1ccc(Cc2ccc(OCCn3ccnc3)cc2)cc1	-0.1	x
CC1=C(C(=O)OCC(C)C)[C@]23C(=O)c4ccccc4[C@@]2(O1)OC(N)=C3C#N	0.6	19
CN=c1sc2ccccc2n1CC(O)COCc1ccco1 (stereo not drawn)	-1.6	4
c1csc(-c2nnc(-c3ccc(N4CCOCC4)cc3)o2)c1	-1.3	77*
Cc1cc(C)cc(NS(=O)(=O)c2ccc3[nH]cc(C(=O)N4CCc5ccccc54)c(=O)c3c2)c1	-4.0	64
COc1cc(OC)cc(-c2nc(N)n[nH]2)c1	0.3	12
COc1cccc(-n2nc(-c3ccnn3-c3ccc(C)cc3)c(=O)n(C)c2=O)c1	1.9	29
CCOC(=O)c1c(-c2ccc(C)cc2)csc1NC(=O)CCN1CCOCC1	0.2	10
COc1cccc(NC(=O)c2cc(-c3cccnc3)nc3c(Cl)cccc23)c1	-0.5	22
CC(=O)Nc1ccc(S(=O)(=O)N2CCC(C(N)=O)(N3CCCCC3)CC2)cc1	-1.1	5
O=C(Nc1ccncc1)Nc1cccc(F)c1	2.3	x
C=CCn1c(=N)n(CC(O)c2ccco2)c2ccccc21 (stereo not drawn)	-0.5	16
O=c1oc2ccccc2c(NC2CCCCC2)c1NS(=O)(=O)c1ccc(F)c(Cl)c1	-0.3	49
CC(c1ccco1)N(C(=O)c1ccc(Cl)s1)c1ccccn1 (stereo not drawn)	-0.7	22
C=CCn1c(SCC(=O)N(CC)C2CCS(=O)(=O)C2)nnc1-c1ccccc1 (stereo not drawn)	-0.5	1
Cc1cccc(N2C(S)=C(C#N)C(=O)NC2c2cccs2)c1 (stereo not drawn)	1.2	6
Cc1cccc(C)c1OCC(=O)NCC1COc2ccccc2O1 (stereo not drawn)	-1.6	6
Cc1ccc(OCC(=O)NCc2ccccc2)c([N+](=O)[O-])n1	-1.6	20
O=c1ccc2cc(S(=O)(=O)N3CCOCC3)ccc2o1	-1.6	13
Cc1noc(C)c1S(=O)(=O)Nc1ccc(C(=O)NC2CCCCC2C)cc1 (stereo not drawn)	-1.7	31
COc1ccc(S(=O)(=O)N2CCOCC2)cc1NC(=O)CSc1nnc(C2CC2)n1C1CC1	-0.3	5
Cc1cccc(N2CCN(C(=S)Nc3ccc4nc5n(c(=O)c4c3)CCCCC5)CC2)c1C	-0.3	12
CSc1ccc(CN2CCCN(C)CC2)cc1	-0.1	0
c1ccc(C(c2nnnn2C2CCCC2)N2CCN(c3ccccc3)CC2)cc1 (stereo not drawn)	0.3	22
CCC1Oc2ccc(C)cc2N(CC(=O)N(Cc2cccnc2)Cc2cccc(F)c2)C1=O (stereo not drawn)	-0.5	23

Next results follow.
SMILES	STK33 inh	OX1R antag
O=C(CSc1nc2ccccc2s1)c1ccc(O)cc1O	-0.6	-2
Fc1ccc2c(c1)C1OCCCC1C(c1ccccc1)N2 (stereo not drawn)	0.9	16
O=c1[nH]c(C2CCCN(S(=O)(=O)c3ccccc3)C2)nc2c1nnn2Cc1ccccc1 (stereo not drawn)	-0.3	5
COc1ccc(NC(=O)C(=O)NCCN2CCN(C(=O)c3ccco3)CC2)cc1	-0.7	9
CCOC(=O)C1(Cc2ccc(OC)cc2)CCN(C(=O)CCc2cccnc2)CC1	-3.2	16
COc1ccc(Br)cc1/C=C(\C(=O)O)c1ccc(S(=O)(=O)N2CCCCC2)s1	0.5	7
NS(=O)(=O)c1ccc(CCNS(=O)(=O)c2cccc3cccnc23)cc1	-3.1	-10
CC(C)CNS(=O)(=O)c1ccc(OCC(=O)NCC2CCCO2)c(Cl)c1 (stereo not drawn)	-1.2	7
CCOc1ccccc1NC(=O)C1CCCN(S(=O)(=O)c2cccc3nsnc23)C1 (stereo not drawn)	-0.6	55
CC(Oc1ccc(Cl)cc1)C(=O)Nc1ncccn1 (stereo not drawn)	-1.5	0
CCNC(=O)COc1ccc(F)cc1C(=O)c1cnn(-c2ccccc2)c1	-0.3	24
COCCCNC(=S)N(Cc1ccccc1)Cc1nc2ccccc2c(=O)[nH]1	-0.3	9
CC(C)c1nc2cc(C(=O)N3CCNC(=O)C3c3cccc(F)c3)ccc2o1 (stereo not drawn)	-0.1	10
CC(=O)Nc1ccc(S(=O)(=O)N(C)S(=O)(=O)c2ccc(F)cc2)cc1	0.5	23
CCCn1cc(CN2CCc3ccc(NC(=O)C4CCCO4)cc3C2)c(C)n1 (stereo not drawn)	-2.7	18
Cc1ccc(S(=O)(=O)N2CCOCC2)cc1C(=O)NC1=NCCS1	-3.0	4
CCN(CC)C(=O)Cn1cc(C(=O)C(=O)N2CCN(C)CC2)c2ccccc21	-1.1	-6
CC(C)N1C(=O)C(=O)N(CC(=O)N2CCc3ccccc32)C1=O	-0.4	2
Cc1noc(/C=C/NCc2cccnc2)c1S(=O)(=O)N(C)CC(=O)N1CCc2ccccc21	0.2	10
CCOc1ccc(Nc2nc(N)c([N+](=O)[O-])c(NCc3ccccc3)n2)cc1	0.1	5
Cc1ccc2occ(/C=N/NC(=O)[C@@H](N)Cc3ccccc3)c(=O)c2c1	2.8	0
CC(NC(=O)Cn1ncc(Cl)c(Cl)c1=O)C12CC3CC(CC(C3)C1)C2 (stereo not drawn)	1.1	21
CCOC(=O)C(NC(=O)Nc1ccc(F)cc1F)(Oc1ccc(F)cc1)C(F)(F)F (stereo not drawn)	0.1	5
O=C(c1cccc([N+](=O)[O-])c1)N1CCN(Cc2ccccc2)CC1	-1.5	6
Cc1cccn2cc(CCNC(=O)c3ccc(Br)o3)nc12	1.8	17
O=C(COc1ccccc1)Nc1ccc2oc(=O)ccc2c1	0.7	11
CCc1ccc(NC(=O)C(C)OC(=O)CCC(=O)c2cccs2)cc1 (stereo not drawn)	1.8	25
CCCC(=O)Nc1cc(C)c(NC(=O)c2cccs2)cn1	0.5	19
O=C(Nc1nc2n(n1)C(c1ccccc1)C=C(c1ccccc1)N2)c1ccco1 (stereo not drawn)	-1.8	50*
O=C(Nc1cccc(Cl)c1)C1=Cc2cc(Cl)ccc2OC1	0.4	53
CC1=NN(c2ccccc2)C(=O)/C1=C\c1c(C)[nH]n(-c2ccccc2)c1=O	-0.9	5
COc1ccc(CCN(Cc2cc3cc(C)c(C)cc3nc2Cl)C(=O)C2CC2)cc1	-1.4	2
CN(Cc1cnn(C)c1)Cc1nc(C(c2ccccc2)c2ccccc2)no1	-1.5	19
CN(C)CCCC(=O)c1ccc2c(c1)OCO2	-3.2	15
Cc1cc(NC(=O)c2cccc(Br)c2)n[nH]1	0.3	25
Cc1ccccc1NC(=O)CCCn1nc(C)c2c(C)n(-c3ccccc3)nc2c1=O	-5.3	13

For convenience, part of the list above.
SMILES	STK33 inh	OX1R antag
CCN(CC)C(=O)Cn1cc(C(=O)C(=O)N2CCN(C)CC2)c2ccccc21	-1.1	-6
CC(C)N1C(=O)C(=O)N(CC(=O)N2CCc3ccccc32)C1=O	-0.4	2
Cc1noc(/C=C/NCc2cccnc2)c1S(=O)(=O)N(C)CC(=O)N1CCc2ccccc21	0.2	10
CCOc1ccc(Nc2nc(N)c([N+](=O)[O-])c(NCc3ccccc3)n2)cc1	0.1	5
Cc1ccc2occ(/C=N/NC(=O)[C@@H](N)Cc3ccccc3)c(=O)c2c1	2.8	0
CC(NC(=O)Cn1ncc(Cl)c(Cl)c1=O)C12CC3CC(CC(C3)C1)C2 (stereo not drawn)	1.1	21
CCOC(=O)C(NC(=O)Nc1ccc(F)cc1F)(Oc1ccc(F)cc1)C(F)(F)F (stereo not drawn)	0.1	5
O=C(c1cccc([N+](=O)[O-])c1)N1CCN(Cc2ccccc2)CC1	-1.5	6
Cc1cccn2cc(CCNC(=O)c3ccc(Br)o3)nc12	1.8	17
O=C(COc1ccccc1)Nc1ccc2oc(=O)ccc2c1	0.7	11
CCc1ccc(NC(=O)C(C)OC(=O)CCC(=O)c2cccs2)cc1 (stereo not drawn)	1.8	25
CCCC(=O)Nc1cc(C)c(NC(=O)c2cccs2)cn1	0.5	19
O=C(Nc1nc2n(n1)C(c1ccccc1)C=C(c1ccccc1)N2)c1ccco1 (stereo not drawn)	-1.8	50*
O=C(Nc1cccc(Cl)c1)C1=Cc2cc(Cl)ccc2OC1	0.4	53
CC1=NN(c2ccccc2)C(=O)/C1=C\c1c(C)[nH]n(-c2ccccc2)c1=O	-0.9	5
COc1ccc(CCN(Cc2cc3cc(C)c(C)cc3nc2Cl)C(=O)C2CC2)cc1	-1.4	2
CN(Cc1cnn(C)c1)Cc1nc(C(c2ccccc2)c2ccccc2)no1	-1.5	19

Additional entries.
SMILES	STK33 inh	OX1R antag
COc1ccc(S(=O)(=O)NCC(c2cccnc2)N2CCN(C)CC2)cc1OC (stereo not drawn)	-0.6	22
COc1ccc(-c2nnc(SCC(=O)Nc3cc(C)on3)n2C)cc1OC	-0.8	5
CCCN(CC(=O)Nc1ccccc1C)C(=O)c1ccc(C)c(S(=O)(=O)N2CCCCC2)c1	0.0	25
COc1ccc(NC(=O)CSc2nc(=O)n(CCN3CCOCC3)c3c2CCC3)cc1	-0.3	8
O=C(Cn1nnc(-c2ccccc2Cl)n1)N1CCCCC1	-1.4	-3
CCCS(=O)(=O)c1nc(S(=O)(=O)c2ccc(C)cc2)c(N2CCC(C(N)=O)CC2)s1	3.3	19
COc1ccc(NS(=O)(=O)c2cc(NC(=O)Cn3cnc4c3c(=O)n(C)c(=O)n4C)ccc2C)cc1	-1.3	11
Cn1c(COc2ccc(F)cc2)nc2ccccc21	-1.3	6
COC(=O)c1cn(C(=O)c2ccc(Cl)cc2)c2ccccc12	-2.1	-4
CC(C)Sc1nc(N)c2c3c(sc2n1)CN(C)CC3	2.5	35
Cc1ccc(SCc2c(C(=O)N/N=C/c3ccccc3)nnn2-c2nonc2N)cc1	-2.8	47
COCCN(C(=O)c1ccc(OCC(C)C)cc1)c1c(N)n(Cc2ccccc2)c(=O)[nH]c1=O	-0.8	25
COc1cccc(C(=O)OCC(=O)N2CCc3ccccc3C2)c1OC	-1.3	8
CC(=O)N1c2ccccc2C2CCCC[C@H]21 (stereo partly drawn)	-0.1	5
Cc1ccc(S(=O)(=O)CCC(=O)NC2CCCC2)cc1	-3.7	20

Bioassay records (PubChem BioAssay)
